# IL-2 act: activators of IL-2. 360,000 tested, 0.065% active. IL-2 activation reporter assay, cell-based qHTS; stimulated with anti-CD3/CD4/CD28 beads; in transgenic mouse T cells. AID 652025. activation, % (series mostly up to about 46 µM); in the data active means activation above about 50%; inconclusive means mostly about 30% to 49%; further: 0% is about no effect
#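 Using fluorescent plate cytometry, EGFP and DsRed are detected in transgenic mouse T cells stimulated 18 h at 37 degrees C with antibody-coated beads after 60 min compound pretreatment.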
# EPAC1 agonist: activates human EPAC1 exchange factor; Potency, µM (titrated, usually from 154 µM), for inactives: top-dose activation, usual class: activators; EPAC1 agonist qHTS, biochemical assay; response scale: 100% = response to 6.5 mM cAMP; O95398; 360,000 tested, 0.073% active; further: potency means the concentration at half of the fitted maximal effect; nearly all actives have a fitted effect of over 60% in size
#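 Read-out is the fluorescence drop as BODIPY-GDP leaves Rap1B (480 nm excitation, 540 nm emission), recorded every 5 minutes over 30 minutes. Reactions held 100 nM EPAC1, 250 nM Rap1B–BODIPY-GDP and 50 uM GDP, with 6.5 mM cAMP setting full activation.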
# CCT modulator: cytosolic chaperonin activity modulation; activity change, % (concentration not given with the values), hits read low; 360,000 tested, 0.3% active; purified chaperonin ATPase assay, HTRF ADP detection, 30 min; AID 651819; in the data active means activity change below about -30%; further: on the % scale 0 is the no-effect control and ±100 the full control effect
#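 We incubate TRiC, 40 or 20 nM final, with library compounds at 76 uM and 10 uM ATP for 30 min at 37 °C. ADP formed is detected with Transcreener HTRF reagents after 30 min at room temperature.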
# PI5P4Ka inh: inhibitors of human PI5P4K alpha | PI5P4Kalpha enzyme, ADP-Glo luminescence, 60 min; active compounds read low | max response, % | 330,000 tested, 1.2% active | AID 652105; active means max response of -50% or lower; inconclusive means between -30% and -50%; inactive means -30% or higher; further: value at the top dose of about 77 µM; on the % scale 0 is the no-effect control and ±100 the full control effect
#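 PI5P4Kalpha ADP-Glo assay; 5 microM ATP final; 60 min RT reaction; HEPES pH 7.4/EGTA/CHAPS, 5% DMSO; controls lacking substrate or enzyme; luminescent end-point.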
# PLK1 PBD block: inhibitors of human PLK1 polo-box domain binding; Plk1 PBD binding of FITC phosphopeptide, fluorescence polarization; Potency, µM, for inactives: max response, negative = inhibition, usual class: inhibitors; 360,000 tested, 2.8% active; further: potency means the concentration at half of the fitted maximal effect; series mostly up to about 57 µM; on the % scale 0 is the no-effect control and ±100 the full control effect; nearly all actives have a fitted effect of over 65% in size
# Target sequence (P53350 whole entry, looked up, the tested form may be a part): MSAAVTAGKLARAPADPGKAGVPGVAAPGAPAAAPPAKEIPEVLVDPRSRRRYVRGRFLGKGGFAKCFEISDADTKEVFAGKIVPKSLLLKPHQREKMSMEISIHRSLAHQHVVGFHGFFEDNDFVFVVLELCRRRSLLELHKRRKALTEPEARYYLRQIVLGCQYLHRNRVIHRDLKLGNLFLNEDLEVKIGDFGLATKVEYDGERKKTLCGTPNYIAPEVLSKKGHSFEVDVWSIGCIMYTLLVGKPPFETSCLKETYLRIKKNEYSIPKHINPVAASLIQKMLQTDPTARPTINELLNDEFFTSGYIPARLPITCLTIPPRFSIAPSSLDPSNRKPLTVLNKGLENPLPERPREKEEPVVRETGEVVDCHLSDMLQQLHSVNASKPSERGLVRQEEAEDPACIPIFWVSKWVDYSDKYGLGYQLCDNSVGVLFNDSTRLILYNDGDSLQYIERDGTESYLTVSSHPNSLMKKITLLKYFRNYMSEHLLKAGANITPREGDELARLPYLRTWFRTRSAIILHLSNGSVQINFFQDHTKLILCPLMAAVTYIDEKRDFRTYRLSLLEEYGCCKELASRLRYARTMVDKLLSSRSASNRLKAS
# WRN inhibitor: inhibitors of human WRN helicase | Q14191 | WRN helicase unwinding, fluorescent forked duplex, kinetic | Potency, µM (series often up to 114 µM), for the others: top-dose activity change, negative = inhibition, most hits filed as inhibitors | 360,000 tested, 0.46% active; further: potency means the concentration at half of the fitted maximal effect; on the % scale 0 is the no-effect control and ±100 the full control effect; nearly all actives have a fitted effect of over 55% in size
#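 Fluorescence dequenching readout, ex 525 nm/em 598 nm, kinetic mode: forked duplex DNA (100 nM final) with adjacent fluorophore and quencher unwound by WRN (20 nM final) with 2 mM ATP. Compound preincubation 15 min, room temperature.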
# EPAC2 agonist: activates human EPAC2 exchange factor | 360,000 tested, 0.079% active | AID 720711 | EPAC2 activation, biochemical qHTS; response scale: 100% = 6.5 mM cAMP response | Q8WZA2 | Potency, µM (titrated, usually from 154 µM), without a hit: at the highest dose activation, usual class: activators; further: potency means the concentration at half of the fitted maximal effect; nearly all actives have a fitted effect of over 50% in size
#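 Compounds were added across a concentration range to EPAC2 (100 nM), RAP1B-BODIPY-GDP (250 nM) and GDP (50 uM). After 5 min at room temperature, fluorescence was recorded at 5-min intervals for 30 min.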
# EPAC1 antagonist: EPAC1 (human) antagonism. O95398. EPAC1 GEF assay, Rap1b-BODIPY-GDP exchange fluorescence. Potency, µM (series often up to 115 µM), for inactives: at the top dose activity change, negative = inhibition, hits mostly inhibitors. 360,000 tested, 0.14% active. AID 720709;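 further: potency means the concentration at half of the fitted maximal effect; plate controls were vehicle for no effect and positive control for full effect; nearly all actives have a fitted effect of over 50% in size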
# Active calls of the source: *; u = inconclusive; x = no result given; & = joins results of further samples; [ ] = another dose, or the depositor's remark. Unless noted, the call rests on the fitted dose curve; in most records, active means well fitted curve in the direction sought with a large enough effect; inconclusive means small, poorly fitted or top-dose-only effect, or another doubt; inactive means no such curve, though single readings can be large; an effect the other way counts as inactive or inconclusive.
# The first 5 compounds (preview)
cpd	Structure	IL-2 act	EPAC1 agonist	CCT modulator	PI5P4Ka inh
1	Cc1ccc(C(=O)OCc2cc3ccccc3[nH]c2=O)cc1	3.7	5%	1.5	x
2	CCOC(=O)c1nn(-c2ccc(C)cc2)c(=O)cc1OCC(=O)Nc1cccc(OC)c1	-0.1	-1%	3.3	-5
3	Cc1ccc(S(=O)(=O)c2nc(-c3ccc(F)cc3)oc2N2CCOCC2)cc1	-0.6	1%	-2.8	-1
4	O=C(NCCCCc1ccccc1)c1ccccc1	0.2	1%	-1.6	5
5	COc1ccc(S(=O)(=O)N2CCCCC2)cc1NC(=O)c1ccco1	-0.8	-5%	-0.5	-2

cpd	PLK1 PBD block	WRN inhibitor	EPAC2 agonist	EPAC1 antagonist
1	4%	-14%[57.1 µM]	5%	2%
2	-8%	-15%	0%	0%
3	-6%	-4%	6%	-3%
4	-2%	-2%	8%	-12%
5	-1%	-20%	-2%	5%

# Main list, previewed entries included:
cpd	Structure	IL-2 act	EPAC1 agonist	CCT modulator	PI5P4Ka inh
1	Cc1ccc(C(=O)OCc2cc3ccccc3[nH]c2=O)cc1	3.7	5%	1.5	x
2	CCOC(=O)c1nn(-c2ccc(C)cc2)c(=O)cc1OCC(=O)Nc1cccc(OC)c1	-0.1	-1%	3.3	-5
3	Cc1ccc(S(=O)(=O)c2nc(-c3ccc(F)cc3)oc2N2CCOCC2)cc1	-0.6	1%	-2.8	-1
4	O=C(NCCCCc1ccccc1)c1ccccc1	0.2	1%	-1.6	5
5	COc1ccc(S(=O)(=O)N2CCCCC2)cc1NC(=O)c1ccco1	-0.8	-5%	-0.5	-2
6	CCOC(=O)C(Cc1c[nH]c2ccccc12)NC(=O)c1ccco1 (stereo not drawn)	-3.2	-4%	5.4	0
7	COc1ccccc1NS(=O)(=O)c1cccc(C(=O)NCC(c2ccc(F)cc2)N2CCOCC2)c1 (stereo not drawn)	-4.2	-3%	-1.1	2
8	N#CC1C(=O)NC(=O)C(C#N)C12CCCc1sccc12 (stereo not drawn)	-2.6	-21%	0.0	u
9	Cc1ccc(NC(=O)C(=O)NCC2CCN(C(=O)c3cccc([N+](=O)[O-])c3)CC2)cc1	0.0	9%	-0.1	-11
10	COc1ccc(NC(=O)Nc2cccc3ccccc23)cc1S(N)(=O)=O	0.6	6%	-18	-10
11	C=CCNC(=O)c1onc(CSc2nc3ccccc3[nH]2)c1C(=O)NCC=C	0.7	3%	-2.3	3
12	O=C(NC1CCCC1)C1CC(=O)N(CCc2ccccc2)C1 (stereo not drawn)	-0.3	9%	2.1	18
13	Cc1cc(NC(=O)CSc2nnc(-c3ccco3)n2C)no1	-0.4	1%	2.9	-2
14	Cc1c(C(=O)NC2CC(=O)N(c3ccc4c(c3)OCCO4)C2)cccc1[N+](=O)[O-] (stereo not drawn)	-5.0	9%	-0.2	-3
15	O=C(OCCN1C(=O)c2ccccc2C1=O)c1ccc(S(=O)(=O)N2CCCCCC2)cc1	-1.5	2%	-2.7	0

cpd	PLK1 PBD block	WRN inhibitor	EPAC2 agonist	EPAC1 antagonist
1	4%	-14%[57.1 µM]	5%	2%
2	-8%	-15%	0%	0%
3	-6%	-4%	6%	-3%
4	-2%	-2%	8%	-12%
5	-1%	-20%	-2%	5%
6	-4%	-17%	7%	-2%
7	0%	5%	15%	7%
8	-19%	6%	0%	1%
9	30µM*	-8%	4%	-19%
10	-9%	-11%	-1%	-1%
11	0%	-1%	6%	-5%
12	-7%	-13%	6%	-9%
13	1%	-2%	4%	-8%
14	-9%	10%	10%	-18%
15	-9%	0%	12%	-1%

# Continued.
cpd	Structure	IL-2 act	EPAC1 agonist	CCT modulator	PI5P4Ka inh
16	C[C@@H]1CN([C@@H](C)CO)C(=O)CCCn2nncc2CO[C@@H]1CN(C)C(=O)CCC(F)(F)F	-2.3	-9%	0.4	4
17	On1c(-c2ccccc2)nc2ncccc21	0.2	1%	-2.2	-7
18	Cc1cc(C)c(-c2cc(NC(=O)COC(=O)c3ccc(C#N)cc3)n(-c3ccccc3)n2)cc1C	0.4	3%	-1.4	1
19	CC1(Cc2ccc(Cl)cc2)C(=O)Nc2ccc(-c3cccnc3)cc21 (stereo not drawn)	0.9	-2%	-0.5	-8
20	NC(=O)COc1c(-c2ccccc2)oc2ccccc2c1=O	0.6	-1%	-1.5	x
21	O=C1CSC(=S)N1N=Cc1cccc(OCc2ccccc2)c1	-0.8	2%	-4.1	u
22	COc1cccc(NC(=O)c2ccco2)c1	0.7	5%	-0.9	-3
23	Cc1cccc(C2Nc3ccccc3C(=O)N2CCc2ccccc2)n1 (stereo not drawn)	1.3	5%	-3.6	x
24	COc1ccc(/C=C/C(=O)NCCC(=O)N2CCCN(C)CC2)cc1	0.0	-5%	0.5	3
25	O=S(=O)(NCc1ccc2c(c1)OCO2)c1cccc(S(=O)(=O)N2CCOCC2)c1	-1.7	-3%	2.0	-2
26	COC(=O)[C@H](Cc1ccccc1)NC(=O)NCCc1ccc(OC)cc1	-3.3	-3%	0.0	1
27	CSc1nnc(C)c(=O)n1COC(=O)/C=C/c1ccccc1	-0.3	0%	-2.1	-5
28	CC(=O)N1CCN(CC(=O)Nc2ccc(C)c(F)c2)CC1	-1.0	0%	-1.4	-2
29	CCOC(=O)c1sc(NC(=O)CSc2n[nH]c(-c3ccc(Cl)cc3Cl)n2)c(C#N)c1C	-2.0	2%	0.6	-11
30	Cc1c(CN2CCC(n3nccc3NC(=O)C3CC3)CC2)[nH]c2ccccc12	-1.5	-6%	-0.7	-1

cpd	PLK1 PBD block	WRN inhibitor	EPAC2 agonist	EPAC1 antagonist
16	-9%	4%	12%	-19%
17	-11%	-1%	8%	-22%
18	0%	-16%	0%	-6%
19	-5%	-5%	12%	-7%
20	-3%	3%[57.1 µM]	-12%	5%
21	-25%	-10%	8%	-18%
22	-6%	4%	2%	4%
23	-3%	-4%	12%	-1%
24	0%	-1%[57.1 µM]	-2%	1%
25	3%&-7%	12%	7%	6%
26	2%	-10%	-3%	1%
27	-8%	-23%	5%	1%
28	1%	-2%[57.1 µM]	1%	8%
29	-12%	-5%	-14%	8%
30	-5%	8%	7%	-9%

# Next part:
cpd	Structure	IL-2 act	EPAC1 agonist	CCT modulator	PI5P4Ka inh
31	CC1(C)CC(=O)c2sc(NS(=O)(=O)c3ccc(F)cc3)nc2C1	-1.4	11%	-2.2	-13
32	CN(C)c1ccc(/C=N/n2cnn(Cc3ccccc3Cl)c2=S)cc1	-0.5	-8%	2.5	5
33	CCOc1cc(C)c(Cl)cc1S(=O)(=O)n1cnc2ccccc21	-3.4	11%	0.2	4
34	CN(C)C(=O)c1cc(C(=O)c2ccccc2C(F)(F)F)c[nH]1	7.1	1%	-4.5	-25
35	O=C(NCc1ccccc1Cl)C(=O)NCC1OCCCN1S(=O)(=O)c1cccs1 (stereo not drawn)	0.2	-16%	-0.3	-25
36	CC1(C(=O)NS(=O)(=O)c2ccc(F)cc2F)CCN1C(=O)CCc1ccccc1 (stereo not drawn)	0.0	9%	-0.6	-7
37	Cc1ccc(NC(=O)CN(C)S(=O)(=O)c2cccc3cccnc23)cc1C	-3.2	-12%	-0.2	-10
38	Cc1c(Br)c(C(F)(F)F)nn1CC(=O)NCCN1CCOCC1	-0.5	-2%	-4.0	x
39	Cc1ccc(SC(C)c2nc(-c3cccnc3)no2)cc1 (stereo not drawn)	0.1	5%	0.3	4
40	Cc1ccc(CNCC(O)c2ccccc2)s1 (stereo not drawn)	-3.3	-2%	-0.5	3
41	CC1=NN(C(N)=S)C(=O)C1N=Nc1cccc(C(=O)O)c1 (stereo not drawn)	0.1	5%	-1.1	-21
42	O=C(NN(c1ccccc1)c1ccccc1)c1ccccc1F	1.2	-6%	-2.2	2
43	CC(C)OC(=O)CC1C(=O)NCCN1C(=S)NC(=O)c1cccs1 (stereo not drawn)	-2.1	6%	-0.6	-1
44	CC12CCC(=O)N1C(C(=O)Nc1cccc(S(=O)(=O)N3CCCCCC3)c1)CS2 (stereo not drawn)	1.0	-8%	-0.2	1
45	CN(c1ccc(C(=O)Nc2ccccn2)cc1)S(=O)(=O)c1ccccc1	1.3	2%	-0.3	-2
46	Cc1nnc(SCC(=O)Nc2ccccc2)n1CCc1ccccc1	-0.7	2%	-1.3	x

cpd	PLK1 PBD block	WRN inhibitor	EPAC2 agonist	EPAC1 antagonist
31	-25%	5%	4%	13%
32	u	-14%	10%	-14%
33	2%	-6%	21%	-8%
34	27µM*	-20%	8%	9%
35	-13%	-15%	3%	-13%
36	-10%	6%	3%	3%
37	-9%	3%	11%	6%
38	0%	1%[57.1 µM]	-3%	5%
39	-9%	-7%	2%	-7%
40	-1%	6%	-3%	14%
41	u	12%	13%	5%
42	2%	-2%	0%	0%
43	-9%	-6%	7%	2%
44	-18%	-1%	10%	-5%
45	-6%	-7%	4%	-4%
46	-8%	-2%	1%	8%

# These rows are one share of the data. The share of hits here may be higher or lower than overall.
